Bioassay records deposited in PubChem by Sanford-Burnham Center for Chemical Genomics.
TIM10 inh = inhibits growth of TIM10 yeast strain | 1.4% of 330,000 active | S. cerevisiae TIM10 strain growth, BacTiter-Glo luminescence, 24 h | inhibition, % at 10 µM;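 active = inhibition of 40% or more at the single tested concentration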;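 also: wild-type TIM10 isogenic control strain grown at permissive 25 °C; 0% = DMSO yeast wells and 100% = minimal medium wells without yeast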
tim10-1 inh = growth inhibitors of tim10-1 mutant yeast | S. cerevisiae tim10-1 ts strain growth, BacTiter-Glo, 24 h | inhibition, % at 20 µM | 2.2% of 330,000 active | AID 463190;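 active = inhibition of at least 40%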;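 also: mutant grown at 25 °C; 0% = DMSO wells with yeast and 100% = wells holding no yeast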
hIAP inh = blocks human intestinal alkaline phosphatase; 0.12% of 330,000 active; P09923; AID 2544; inhibition, % at 10 µM; purified IAP, CDP-Star luminescence, 30 min;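 active = inhibition reaching a set limit with compound at 10 µM in the primary screen, cut at about 35% in these data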;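 also: plate controls were DMSO wells with enzyme for no effect and no-enzyme buffer wells for full effect; values of inactives mirror those of a sister screen read the other way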
Target sequence (P09923 whole entry, looked up): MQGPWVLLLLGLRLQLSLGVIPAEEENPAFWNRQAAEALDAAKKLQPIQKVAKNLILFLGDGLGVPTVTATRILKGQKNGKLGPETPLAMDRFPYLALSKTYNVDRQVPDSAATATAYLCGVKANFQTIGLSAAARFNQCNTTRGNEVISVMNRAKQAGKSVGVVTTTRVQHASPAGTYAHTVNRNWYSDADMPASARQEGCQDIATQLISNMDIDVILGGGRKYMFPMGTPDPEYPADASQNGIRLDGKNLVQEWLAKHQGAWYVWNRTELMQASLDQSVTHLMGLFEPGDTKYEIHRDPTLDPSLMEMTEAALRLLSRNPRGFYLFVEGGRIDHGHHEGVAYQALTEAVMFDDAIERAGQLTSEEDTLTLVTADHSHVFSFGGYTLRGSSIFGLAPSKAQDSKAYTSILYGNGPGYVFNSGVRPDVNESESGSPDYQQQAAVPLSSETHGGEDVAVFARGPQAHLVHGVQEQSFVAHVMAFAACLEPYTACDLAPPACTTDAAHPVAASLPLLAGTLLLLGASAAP
A3A deaminase = blocks human APOBEC3A ssDNA deamination; 0.41% of 330,000 active; inhibition, % at 20 µM; AID 493011; P31941; recombinant A3A, FAM/TAMRA ssDNA deamination fluorescence;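 active = at least 40% inhibition at 20 µM here, with at most 30% in a related deaminase screen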;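 also: plate controls were A3A with DMSO for no effect and wells lacking A3A enzyme for full effect; some results filed as inactive read as strong as hits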
Target sequence (P31941 whole entry, looked up): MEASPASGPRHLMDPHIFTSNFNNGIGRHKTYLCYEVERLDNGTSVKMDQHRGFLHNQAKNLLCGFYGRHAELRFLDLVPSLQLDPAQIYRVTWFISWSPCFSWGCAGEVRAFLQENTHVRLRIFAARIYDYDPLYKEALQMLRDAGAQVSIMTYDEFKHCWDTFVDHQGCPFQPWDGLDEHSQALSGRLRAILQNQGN
mIAP block = mouse IAP inhibition | inhibition, % at 10 µM | purified mouse IAP, CDP-Star luminescence, 30 min | 0.2% of 330,000 active | AID 2806;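 active = inhibition of at least 40% at 10 µM in the primary screen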;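 also: plate controls were DMSO with enzyme for no effect and no enzyme wells for full effect; values of inactives mirror those of a sister screen read the other way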
mIAP act = mouse IAP activation; muIAP, CDP-Star luminescence, 30 min; hits give high values; 1 = vehicle-only enzyme signal, 0 = enzyme-free wells; activation factor at 10 µM; 0.24% of 330,000 active; AID 2805;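 active = activation factor of at least 2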; also: the source names both 10 and 20 µM as test concentration; values of inactives mirror those of a sister screen read the other way
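Assay system: mouse IAP enzyme; Reagent: CDP-Star chemiluminescent phosphatase substrate; Compound: DMSO-dissolved test compounds; Incubation: 30 min, room temperature; Technique: luminescence from enzymatic CDP-Star hydrolysis; Controls: DMSO-only wells and no-enzyme negative control.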
APOBEC3G inh = APOBEC3G (human) deaminase inhibition; Q9HC16; recombinant A3G, ssDNA deamination FAM/TAMRA fluorescence; inhibition, % at 20 µM; 0.28% of 330,000 active; AID 493012;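 active = inhibition of at least 40% at 20 µM, with no more than 30% in the related APOBEC3A deaminase screen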;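 also: plate controls were DMSO wells with A3G for no effect and wells lacking A3G enzyme for full effect; some compounds called inactive have numbers as strong as hits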
MIN6 prolif = induces beta-cell replication in MIN6 cells. proliferation, % at 10 µM. MIN6 cells proliferation, ATPlite luminescence, 48 h; cells starved in 0.2% serum; 100% = growth in 10% serum. 0.29% of 330,000 active. AID 2380;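 active = compounds whose signal lies at least 3.5 SD above the mean of all wells on their plate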;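 also: 0% = DMSO-treated cells in low-serum medium and 100% = 10% serum control; some compounds called inactive have numbers as strong as hits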
NALP3 yeast inh = NALP3 inhibition in yeast; inhibition, % at 10 µM; Yeast reconstituted NLRP3/ASC/caspase-1, beta-gal luminescence, 24 h; 0.39% of 330,000 active;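 active = inhibition of 50% or more; inactive = inhibition below 50%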;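 also: plate controls were induced DMSO wells for no effect and uninduced yeast grown without galactose for full effect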
* hit, by the source's call.

[1] O=C1c2cccc3c([N+](=O)[O-])ccc(c23)C(=O)N1c1ccccn1
[2] CC1Cc2nc(SCC(=O)NCc3ccco3)n(Cc3ccccc3)c(=O)c2S1 (stereo not drawn)
[3] CN(CC(=O)Nc1ccc(S(=O)(=O)N2CCCC2)cc1)Cc1ccc(Cl)cc1
[4] O=C(c1ccc(Cl)cc1)n1c(NCc2ccccc2)n[nH]c1=S
[5] CCn1nc2cc(C(=O)NCCc3cccs3)ccc2c1OC
[6] CCOC(=O)C1C(c2ccc3c(c2)OCO3)NC(=O)NC1(O)C(F)(F)F (stereo not drawn)
[7] CCCCNc1c(N)n(CCC)c(=O)[nH]c1=O
[8] O=C(CN1CCOCC1)OCCCC1CCCCC1

assay / entry	1	2	3	4	5	6	7	8
TIM10 inh	77*	2	2	4	6	1	-9	-6
tim10-1 inh	94*	24	37	7	-10	10	6	17
hIAP inh	17	2	11	1	3	-88	-3	19
A3A deaminase	-3	-3	3	1	-2	-4	2	-1
mIAP block	1	2	-10	0	-9	11	-4	0
mIAP act	0.99	0.98	1.1	1	1.1	0.89	1	1
APOBEC3G inh	-8	-4	2	-16	-15	-5	8	-1
MIN6 prolif	-4	4	-1	-2	-3	1	1	0
NALP3 yeast inh	7	10	12	1	12	6	21	17

[9] CCN(CC)c1ccc2c(C)c(Cl)c(=O)oc2c1
[10] O=C(NCc1ccc2c(c1)OCO2)C1Cc2ccccc2CN1C(=O)c1ccco1 (stereo not drawn)
[11] CCCCC(=O)Nc1nnc(CCOC)s1
[12] CCOC(=O)c1c(NC(=O)COC(=O)c2ccc(NC(=O)CC#N)cc2)sc(C(=O)NC)c1C
[13] Cn1c(SCC(=O)Nc2nccs2)nnc1-c1ccncc1
[14] CCOC(=O)c1c(C)n(C)c2ccc(OC)c(NC(=O)CN3CCCCC3)c12
[15] CN(C(=O)CSc1nnnn1-c1ccc(Cl)cc1)C1CCS(=O)(=O)C1 (stereo not drawn)
[16] Cc1ccc(-c2nc3[nH]c(=O)cc(NC(=O)C(C)C)n3n2)cc1

assay / entry	9	10	11	12	13	14	15	16
TIM10 inh	27	3	-1	-7	-12	14	-9	-1
tim10-1 inh	9	-2	6	-20	5	1	-2	-12
hIAP inh	-67	8	-47	3	6	-6	4	1
A3A deaminase	0	1	-1	0	0	3	30	0
mIAP block	-86	10	0	6	10	3	-9	-5
mIAP act	1.9	0.9	1	0.94	0.9	0.97	1.1	1
APOBEC3G inh	-2	-5	-11	2	-6	1	-5	-6
MIN6 prolif	2	-1	-1	-3	1	-4	4	-1
NALP3 yeast inh	26	12	-3	13	13	-25	7	5

The final four entries of the section above come first, to join the parts:
[13] Cn1c(SCC(=O)Nc2nccs2)nnc1-c1ccncc1
[14] CCOC(=O)c1c(C)n(C)c2ccc(OC)c(NC(=O)CN3CCCCC3)c12
[15] CN(C(=O)CSc1nnnn1-c1ccc(Cl)cc1)C1CCS(=O)(=O)C1 (stereo not drawn)
[16] Cc1ccc(-c2nc3[nH]c(=O)cc(NC(=O)C(C)C)n3n2)cc1
[17] C/C(=N\NC(=O)COc1cc(C)cc(C)c1)c1cccc(NC(=O)C2CCC2)c1
[18] CCOC(=O)c1ccc(Oc2nc(OC)cc(OC)n2)cc1
[19] Cc1ccc(/C=C/C(=O)N2CCc3ccccc3C2)cc1
[20] CSc1sc(C(=O)NCC2CC2)cc1S(=O)(=O)C(C)C
[21] CN(C)CCN(Cc1ccccc1)c1ccnc(N(C)C)c1C#N
[22] COc1ccc(C2=NN(S(C)(=O)=O)C(c3cccs3)C2)cc1OC (stereo not drawn)
[23] O=S1(=O)NC(=NC2CCCCCC2)c2ccccc21
[24] CN(Cc1ccc(Cl)cc1Cl)C(=O)c1cc(=O)c2ccccc2o1

assay / entry	13	14	15	16	17	18	19	20	21	22	23	24
TIM10 inh	-12	14	-9	-1	8	-1	15	9	6	-5	-2	7
tim10-1 inh	5	1	-2	-12	14	16	31	-7	14	13	9	-53
hIAP inh	6	-6	4	1	-4	-28	5	14	17	8	27	-11
A3A deaminase	0	3	30	0	-3	-2	5	-3	3	-3	5	-4
mIAP block	10	3	-9	-5	-11	0	1	-10	14	-9	2	1
mIAP act	0.9	0.97	1.1	1	1.1	0.99	0.99	1.1	0.86	1.1	0.98	0.99
APOBEC3G inh	-6	1	-5	-6	0	-4	-1	-2	8	-4	-2	-8
MIN6 prolif	1	-4	4	-1	1	1	-3	1	-2	-1	-1	0
NALP3 yeast inh	13	-25	7	5	8	10	23	-10	6	-8	9	13

[25] COc1cc(NC(=O)CSc2nnc3n2C(C)(C)Cc2ccccc2-3)cc(OC)c1
[26] CCOc1cc(S(=O)(=O)NC2CCCC2)ccc1Cl
[27] COc1ccc(S(=O)(=O)N(C)C[C@H]2Oc3ccc(NC(=O)NC(C)C)cc3C(=O)N([C@H](C)CO)C[C@@H]2C)cc1
[28] c1ccc2c(c1)OCCOCCOCCO2
[29] C#CC(CC)(CC)NC(=S)Nc1ccc(S(N)(=O)=O)cc1
[30] COc1ccc(NC(=O)CCCC2=NS(=O)(=O)c3ccccc3N2)cc1
[31] O=C(c1ccco1)N(Cc1cccs1)C1CCS(=O)(=O)C1 (stereo not drawn)
[32] O=C(OCN1C(=O)c2ccccc2C1=O)C1CCCCC1

assay / entry	25	26	27	28	29	30	31	32
TIM10 inh	-14	-3	5	-14	1	-6	4	3
tim10-1 inh	-21	19	7	-5	-1	3	1	23
hIAP inh	8	-27	-12	9	-1	-6	-6	-10
A3A deaminase	-1	-3	-4	2	3	-4	-5	-4
mIAP block	-13	-7	-43	0	-11	-15	7	-5
mIAP act	1.1	1.1	1.4	1	1.1	1.2	0.93	1.1
APOBEC3G inh	-6	-4	-9	-3	3	-11	-8	-8
MIN6 prolif	-1	-1	-3	-2	0	-1	-2	0
NALP3 yeast inh	-19	20	-1	11	0	7	6	-10

[33] Cc1cccc(C(=O)Nc2cccc(-c3cnc4ccccc4n3)c2)c1
[34] COc1ccc(-n2ccn(CC(=O)Nc3ccc(OC)cc3OC)c(=O)c2=O)cc1
[35] COc1ccc(NC(=O)Nc2ccc3nccnc3c2)cc1
[36] NC(=O)c1nsc(C(=O)N(c2cccc(F)c2)C(C(=O)NC2CCCC2)c2ccc(O)cc2)c1N (stereo not drawn)
[37] CC(=O)N1N=C(c2ccc(C)c([N+](=O)[O-])c2)OC1(C)C
[38] COc1ccc(Cl)cc1NC(=S)NCc1cccs1
[39] COc1ccc(C2CC(=O)C(C=NCCN3CCN(C(=S)Nc4ccccc4)CC3)=C(O)C2)cc1OC (stereo not drawn)
[40] O=C(NC1CCCC1)C(c1ccco1)N(Cc1ccccc1)C(=O)c1csnn1 (stereo not drawn)

assay / entry	33	34	35	36	37	38	39	40
TIM10 inh	-13	4	-14	-16	17	17	13	10
tim10-1 inh	-6	5	-22	7	4	30	7	18
hIAP inh	-14	44*	-13	8	-14	7	-16	0
A3A deaminase	-3	-2	7	-1	-2	-6	-1	-5
mIAP block	-1	-1	3	-8	3	-34	-2	2
mIAP act	1	1	0.97	1.1	0.97	1.3	1	0.98
APOBEC3G inh	-7	-2	1	-8	-9	-13	-1	-10
MIN6 prolif	-2	-3	-4	-1	-3	0	-4	-1
NALP3 yeast inh	18	-3	11	18	53*	18	13	10

The final 2 entries of the section above lead into the next.
[39] COc1ccc(C2CC(=O)C(C=NCCN3CCN(C(=S)Nc4ccccc4)CC3)=C(O)C2)cc1OC (stereo not drawn)
[40] O=C(NC1CCCC1)C(c1ccco1)N(Cc1ccccc1)C(=O)c1csnn1 (stereo not drawn)
[41] CCCCCOc1ccc(/C=N/NC(=O)c2nnn(-c3nonc3N)c2CN2CCCCCC2)cc1
[42] CC(C)Oc1ccc(/C(O)=C2/C(=O)C(=O)N(CCN(C)C)C2c2cccs2)cc1 (stereo not drawn)
[43] O=C(CCNS(=O)(=O)c1ccc(Br)s1)NCc1ccccc1Cl
[44] Cc1ccc(-c2ccc(CCC(=O)O)n2CC2CCCO2)cc1 (stereo not drawn)
[45] COc1ccc(CC(=O)NC2=NCCS2)cc1
[46] COc1ccccc1-c1noc(CCCC(=O)NC2CCCC2)n1
[47] COc1ccc(C[C@H]2CN3C(=NC[C@H]3Cc3ccccc3)N2CCNC(=O)c2ccc(C)c(Br)c2)cc1
[48] COc1cccc2cc(CC(=O)c3ccccc3)c(=O)oc12

assay / entry	39	40	41	42	43	44	45	46	47	48
TIM10 inh	13	10	-4	5	-22	-6	-10	4	25	15
tim10-1 inh	7	18	3	-10	7	19	6	-8	20	9
hIAP inh	-16	0	-8	-12	-14	0	2	-2	-55	-6
A3A deaminase	-1	-5	-2	-2	-3	-4	0	-3	-5	-3
mIAP block	-2	2	15	5	5	6	-4	-3	-17	2
mIAP act	1	0.98	0.85	0.95	0.95	0.94	1	1	1.2	0.98
APOBEC3G inh	-1	-10	-1	-6	-6	-4	1	-9	-17	-7
MIN6 prolif	-4	-1	-3	-4	-1	-3	-1	0	-9	1
NALP3 yeast inh	13	10	-1	6	15	17	15	1	-5	10

[49] CCCCN1C(=O)C(=O)N(CC(=O)NC2CCCc3ccccc32)C1=O (stereo not drawn)
[50] Cc1ccc(CNC(=O)C2CCCN(C(=O)N(C)C)C2)cc1 (stereo not drawn)
[51] COc1ccc([C@H]2CC(=O)C=C(c3cc(Cl)cc(Cl)c3)C2)cc1
[52] Fc1ccc(C2Nc3cccc4cccc(c34)N2)cc1
[53] Oc1ccc(CN2CCCc3ccccc32)c2cccnc12
[54] COc1ccc(CNCC(O)(c2ccc(F)cc2)c2ccc(F)cc2)cc1OC
[55] CS(=O)(=O)N1CCCC(C(=O)NCCCN2CCC(Cc3ccccc3)CC2)C1 (stereo not drawn)
[56] CCc1nn2c(=O)cc(CSCC(=O)Nc3ccccc3Cl)nc2s1

assay / entry	49	50	51	52	53	54	55	56
TIM10 inh	-10	-12	-2	31	19	10	20	5
tim10-1 inh	0	14	11	45*	24	4	12	18
hIAP inh	4	8	20	-4	-5	7	-16	-10
A3A deaminase	4	2	-1	-4	-1	-1	1	2
mIAP block	-10	2	0	4	6	4	-5	7
mIAP act	1.1	0.98	1	0.96	0.94	0.96	1	0.93
APOBEC3G inh	-3	-6	-3	4	2	-3	-7	-3
MIN6 prolif	0	0	-7	-6	-4	-2	0	-1
NALP3 yeast inh	2	10	19	-3	-23	16	9	8

[57] Cc1ccc(-n2c(SCC(=O)NCCN3C(=O)CSC3=O)nnc2-c2cccc(C)c2)cc1
[58] CCOc1ccc(Nc2c3c(nc4ncnn24)CC(C)CC3)cc1 (stereo not drawn)
[59] O=C(Cn1c(C(F)(F)F)nc2ccccc21)c1ccc(Br)cc1
[60] C[C@H](CO)N1C[C@H](C)[C@@H](CN(C)C(=O)Nc2ccc3c(c2)OCO3)Oc2ccc(NC(=O)Nc3ccc(C(F)(F)F)cc3)cc2C1=O
[61] CCOc1cc(-c2nc(C)c(C(C)=O)n2O)ccc1OCC(=O)Nc1ccccc1
[62] Cc1ccc(C(=O)NNc2cc(N3CCCC3)nc(N3CCCC3)n2)cc1

assay / entry	57	58	59	60	61	62
TIM10 inh	22	-5	-2	6	-11	23
tim10-1 inh	5	25	10	21	15	35
hIAP inh	-10	-16	-7	-8	-2	-51
A3A deaminase	9	3	-2	-4	-4	-5
mIAP block	-3	-10	5	-91	7	-1
mIAP act	1	1.1	0.95	1.9	0.93	1
APOBEC3G inh	-3	-3	-1	-5	-6	-5
MIN6 prolif	-1	-1	-1	-5	6	-5
NALP3 yeast inh	-7	19	37	8	10	27
